# KCNQ2 block = KCNQ2 potassium channel inhibitors, primary screen, cell-based, CHO-K1, FluxOR thallium flux, B-score (AID 2156); 20 min; stronger effect = lower value; B-score at 10 µM; O88943; actives 1.1% (n = 310,000);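 active means fluorescence ratio B-score at most minus 3 library SDs, with starting brightness B-score within 2 library SDs, cut at about -5.5 in these data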
# Target sequence (O88943 whole entry, looked up): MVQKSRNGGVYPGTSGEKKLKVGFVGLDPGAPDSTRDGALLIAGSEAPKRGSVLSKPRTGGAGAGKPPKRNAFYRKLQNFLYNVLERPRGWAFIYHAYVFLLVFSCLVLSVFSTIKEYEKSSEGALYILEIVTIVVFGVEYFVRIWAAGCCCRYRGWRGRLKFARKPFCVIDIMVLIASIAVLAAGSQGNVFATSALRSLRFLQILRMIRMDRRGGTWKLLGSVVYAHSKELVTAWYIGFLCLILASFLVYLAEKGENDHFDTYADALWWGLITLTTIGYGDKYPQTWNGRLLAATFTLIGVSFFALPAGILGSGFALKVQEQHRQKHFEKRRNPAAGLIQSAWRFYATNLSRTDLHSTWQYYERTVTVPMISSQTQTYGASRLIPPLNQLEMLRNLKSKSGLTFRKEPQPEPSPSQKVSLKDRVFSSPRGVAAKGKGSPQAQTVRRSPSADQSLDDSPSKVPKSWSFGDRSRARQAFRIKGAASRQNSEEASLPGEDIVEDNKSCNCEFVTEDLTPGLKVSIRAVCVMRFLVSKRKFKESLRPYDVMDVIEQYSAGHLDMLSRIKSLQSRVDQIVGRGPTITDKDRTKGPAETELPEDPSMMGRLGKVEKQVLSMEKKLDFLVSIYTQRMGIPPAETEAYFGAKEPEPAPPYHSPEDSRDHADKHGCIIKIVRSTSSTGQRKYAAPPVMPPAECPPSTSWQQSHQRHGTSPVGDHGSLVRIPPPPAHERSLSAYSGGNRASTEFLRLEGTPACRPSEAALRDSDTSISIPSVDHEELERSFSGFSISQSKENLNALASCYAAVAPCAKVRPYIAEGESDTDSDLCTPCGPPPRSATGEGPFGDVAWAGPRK
# Kir21 inh = Kir2.1 (mouse) channel inhibition; actives 0.85% (n = 310,000); AID 1672; B-score at 10 µM; HEK293-Kir2.1, FluxOR thallium flux fluorescence; stronger effect = lower value; P35561;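 active means fluorescence ratio B-score at or below minus 3 SD of library scores, with starting-brightness B-score within 2 SD, cut at about -4.2 in these data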;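 further: channel flux triggered by added potassium and thallium sulfate stimulus; B-score of peak minus minimum fluorescence over baseline after thallium stimulus; more negative B-score means stronger Kir2.1 block with less thallium influx; some compounds called inactive have numbers as strong as hits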
# CHT block = inhibits the human high affinity choline transporter. Q9GZV3. CHT-expressing cells, membrane potential dye, choline response; stronger effect = lower value. B-score at 10 µM. actives 0.86% (n = 310,000). AID 488975;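 active means B-score over 3 SD under the library average, and starting fluorescence ratio not unusually high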;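 further: choline stimulus applied at its EC90 after an EC20 pre-addition; B-score computed on integrated fluorescence ratio after choline addition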
# * = called active by the depositor; i = inactive.
KCNQ2 block	Kir21 inh	CHT block	molecule
i	0.01	i	CCN(CC)c1ccc(/C=N/Nc2ccccc2)c(O)c1
i	-2.46	i	OC(CNCc1ccccc1Cl)COc1ccc(F)cc1 (stereo unspecified)
i	-0.31	i	CC(C)c1[nH]nc2c1C(C1C=CCCC1)C(C#N)=C(N)O2 (stereo unspecified)
i	0	i	O=c1[nH]nc(Cc2ccc(-c3ccc(Cl)cc3)o2)c2ccccc12
i	-0.78	i	CCC(CC)c1nnc(NC(=O)CSCC(=O)Nc2cc(C)on2)s1
i	-0.25	i	O=S(=O)(c1ccccc1Cl)N1CCC(Cc2ccccc2)CC1
i	0.49	i	COc1ccccc1CCc1nnc(CCC(=O)N(C)Cc2cccc3ncccc23)o1
i	-0.66	i	NNC(=O)c1[nH]c2ccc([N+](=O)[O-])cc2c1-c1ccccc1
i	0.62	i	O=[N+]([O-])c1ccccc1Nc1c2ccccc2nc2ccccc12
i	-0.6	i	COc1ccccc1NC(=O)c1ccc(NC2=NC3CS(=O)(=O)CC3S2)cc1 (stereo unspecified)

# Part of the list above, as comma-separated lines.
Structure,KCNQ2 block,Kir21 inh,CHT block
O=S(=O)(c1ccccc1Cl)N1CCC(Cc2ccccc2)CC1,i,-0.25,i
COc1ccccc1CCc1nnc(CCC(=O)N(C)Cc2cccc3ncccc23)o1,i,0.49,i

# Other records follow.
KCNQ2 block	Kir21 inh	CHT block	molecule
i	1.14	i	CC1C/C(=N/Nc2nc3ccccc3[nH]2)CC(C)(C)C1 (stereo unspecified)
i	-0.54	i	O=C(Nc1cccc([N+](=O)[O-])c1)c1ccc2nc(N3C(=O)CCC3=O)sc2c1
-8.3*	-1.32	i	O=[N+]([O-])c1ccc(C2CCCC/C2=N\OCc2cccc(F)c2)c([N+](=O)[O-])c1 (stereo unspecified)
i	1.27	i	CC(=O)Nc1ccc2nc(NC(=O)c3ccc([N+](=O)[O-])s3)sc2c1
i	1.34	i	COc1cc(CN2CCCC(C)C2)cc([N+](=O)[O-])c1O (stereo unspecified)
i	0.85	i	CCOCc1c(C(=O)Nc2cc(OCC)c(N3CCOCC3)cc2OCC)oc2ccccc12
i	-1.26	i	Cc1cc(C)n(-c2ccccc2[N+](=O)[O-])n1
i	-0.22	i	O=C1Nc2cc(Cl)cnc2N2CCCC12 (stereo unspecified)
i	0.18	i	Fc1ccc(CO/N=C/C2=C(Cl)c3ccccc3CC2)cc1
i	0.07	i	Cc1ccc2c(c1)c1c(n2CC(O)CNC2CCCC2)CCCC1 (stereo unspecified)
i	0.3	i	COc1ccc(N(CC(=O)NC2CCCCC2)S(=O)(=O)c2cccnc2)cc1
i	-5.78*	i	CSc1cccc(NC(=S)NCCCN2CCN(c3ccc(F)cc3)CC2)c1
i	0.02	i	O=C(COc1ccc(S(=O)(=O)N2CCOCC2)cc1)NCCCn1ccnc1
i	-0.89	i	O=C(c1cccc2ccccc12)C1CCCN(C(=O)c2ccc(N3CCOCC3)cc2)C1 (stereo unspecified)
i	0.44	i	CCOc1ccc(N2CC(C(=O)N3CCc4ccccc4C3)CC2=O)cc1 (stereo unspecified)
i	0.03	i	CC(C)NC(=O)CSc1nc(N)c(-c2ccccc2)c(=O)[nH]1
i	-1.1	i	CC(CC(=O)Nc1ccccc1C(F)(F)F)c1ccccc1 (stereo unspecified)
i	-2.06	i	Cc1nc2c(C)cccc2cc1C(=O)N/N=C/c1cccnc1
i	-0.02	i	Cn1cnc([N+](=O)[O-])c1Sc1nc2ccccc2[nH]1
i	-0.02	i	FC(F)(F)c1cc(Cl)c2nnc(-c3ccccn3)n2c1
i	-2.3	i	COc1ccc(CNc2nc3ccccc3n2CCN2CCCCC2)cc1
i	-0.81	i	CSCC[C@H](NC(=O)[C@@H]1Cc2ccccc2CN1)C(=O)NC[C@H]1CC[C@H](C(=O)O)CC1
i	-0.93	i	CC(CCCC(C)(C)O)NC(=O)c1ccc(OC2CCN(C(=O)C3CC3)CC2)cc1 (stereo unspecified)
i	-3.49	i	COc1cccc(CNCCO)c1OCc1ccc(Cl)cc1
i	0.09	i	CN(C)CCCN(CCCN(C)C)C(=S)Nc1ccc(S(=O)(=O)N2CCOCC2)cc1
i	-0.19	i	CC(=O)Nc1ccc(N=Cc2nc(-c3ccc(C)cc3)oc2O)cc1
i	0.6	i	CCOC(=O)C1=C(N)OC2=C(C(=O)CCC2)C1c1ccc2c(c1)OCO2 (stereo unspecified)
i	-0.5	i	CCOc1ccc(NC(=S)Nc2ccc(OC)cc2)cc1
i	-0.35	i	COC(=O)CNC(=O)Cn1c(=O)n(Cc2ccc(F)cc2)c(=O)c2sccc21
i	-3.06	i	CC(C)CC(=O)Nc1ccccc1Oc1ccccc1

# Individual results from the list.
# `CC(=O)Nc1ccc(N=Cc2nc(-c3ccc(C)cc3)oc2O)cc1` | Kir21 inh: -0.19
# `CCOC(=O)C1=C(N)OC2=C(C(=O)CCC2)C1c1ccc2c(c1)OCO2` (stereo unspecified) | Kir21 inh: 0.6

# Other compounds follow:
KCNQ2 block	Kir21 inh	CHT block	molecule
i	0.15	i	Cc1ccc(C2CC(c3ccco3)=NN2S(C)(=O)=O)cc1 (stereo unspecified)
i	-3.7	i	Cc1ccc(NC(=O)/C(C#N)=C(\N)C(Cl)(Cl)Cl)nc1
i	-0.19	i	COC(=O)c1[nH]c2c(c1C)C(=O)CC(c1ccccc1)C2 (stereo unspecified)
-7.42*	1.59	i	Cc1ccc(C)c(OCC(=O)N/N=C/c2c(C)nn(-c3ccccc3)c2Cl)c1
i	-0.09	i	O=C(O)c1cccc(N2C(=O)CSC2=S)c1
i	-0.89	i	O=C(NCCOc1cccc(Cl)c1Cl)c1cc(-n2cnnc2)ccc1Cl
i	-2.39	i	CCOC(=O)CNC(=O)CSc1nccn1Cc1ccco1
i	0.79	i	COc1ccc(-n2c(SCC(=O)NCC3CCCO3)nc3c(c2=O)SC(C)C3)cc1 (stereo unspecified)
i	0.09	i	C/C(=N\NC(=O)CCC(=O)N/N=C(\C)c1ccc(C)o1)c1ccc(C)o1
i	-1.32	i	COc1ccc(OC)c(NC(=S)N2CCN(C/C=C/c3ccccc3)CC2)c1
i	0.13	i	Cc1ccc(NC(=O)c2cccc(N3C(=O)C4C5CCC(C5)C4C3=O)c2)c(C)c1 (stereo unspecified)
i	-0.76	i	c1ccc(SCCN2CCc3ccccc3C2)cc1
i	0.16	i	O=C(CSc1ncnc2c1oc1ccccc12)N1CCCc2ccccc21
i	-2.23	i	O=C(Nc1ccc2oc(-c3ccccc3F)nc2c1)c1ccc([N+](=O)[O-])o1
i	-0.99	i	CC1(C)CC(=O)C(C(=S)Nc2ccccc2)=C(NCCN2CCOCC2)C1
i	1.09	i	Oc1c(C(c2ccco2)N2CCN(C(c3ccccc3)c3ccccc3)CC2)sc2ncnn12 (stereo unspecified)
i	1.01	i	C#CCOc1c(Br)cc(/C=N\NC(=O)CN2CCOCC2)cc1OCC
i	0.19	i	CN=c1scc(-c2ccc(OC)cc2)n1/N=C(\C)c1cccnc1
i	-2.51	i	O=S(=O)(NCCCc1ccccc1)c1ccc(F)c(F)c1
i	0.57	i	CCN(CC)c1ccc(C2C(C(=O)OC(C)C)C(=O)CC(C)(O)C2C(=O)OC(C)C)cc1 (stereo unspecified)

# Laid out differently: entries from further up.
molecule,KCNQ2 block,Kir21 inh,CHT block
O=C(Nc1ccc2oc(-c3ccccc3F)nc2c1)c1ccc([N+](=O)[O-])o1,i,-2.23,i
c1ccc(SCCN2CCc3ccccc3C2)cc1,i,-0.76,i
CC1(C)CC(=O)C(C(=S)Nc2ccccc2)=C(NCCN2CCOCC2)C1,i,-0.99,i
O=C(CSc1ncnc2c1oc1ccccc12)N1CCCc2ccccc21,i,0.16,i
C#CCOc1c(Br)cc(/C=N\NC(=O)CN2CCOCC2)cc1OCC,i,1.01,i
Cc1ccc(NC(=O)c2cccc(N3C(=O)C4C5CCC(C5)C4C3=O)c2)c(C)c1 (stereo unspecified),i,0.13,i

# The listing continues:
KCNQ2 block	Kir21 inh	CHT block	molecule
i	-1.62	i	COCCN(C(=S)Nc1cccc(OC)c1)C(C)c1cccs1 (stereo unspecified)
i	-0.7	i	O=C(CSc1nnc(-c2cccs2)n1-c1ccccc1)NCC1CCCO1 (stereo unspecified)
i	0.91	i	O=C(NCc1cccs1)c1ccc(N2CCCC2=O)cc1
i	-1.84	i	CCOc1ccc(Cl)cc1CNCCCSc1ncccn1
i	-0.03	i	Cc1ccc(NC(=O)c2cc(-c3cc(C)c(C)cc3O)n[nH]2)cc1C
i	-1.33	i	C#CCOCCOCCOCCNc1nc(N2CCN(C(=O)C([C@@H](C)CC)n3cc(C(N)CC(C)C)nn3)CC2)nc(N2CCN(C(=O)[C@H](CCC(=O)O)n3cc(C(N)CC(C)C)nn3)CC2)n1 (stereo partly specified)
i	0.22	i	O=c1cnnc(Nc2ccccc2F)[nH]1
i	-0.61	i	O=C(NCc1ccco1)c1sc2cc(Cl)ccc2c1Cl
i	0.4	i	Cc1ccc(-n2nnnc2SC(C)C(=O)Nc2ccc(Cl)cn2)cc1 (stereo unspecified)
i	0.15	i	CCN1CCCC1CNC(=O)c1cc2cc(OC)c(OC)cc2[nH]1 (stereo unspecified)
i	-0.8	i	CCOc1ccc(NC(=O)c2ccc(N3CC4CC(C3)c3cccc(=O)n3C4)c(NC(=O)c3cccnc3)c2)cc1 (stereo unspecified)
i	0.96	i	O=C(c1ccc(Cl)cc1)N1CCCC(C(=O)N2CCN(c3ccccc3)CC2)C1 (stereo unspecified)
i	-0.41	i	O=C(NCCN1CCOCC1)c1cc2sccc2n1Cc1ccc(F)cc1
-10.3*	1.26	i	COc1ccc(C(c2c(O)ccc3ccccc23)N2CCOCC2)c(OC)c1 (stereo unspecified)
i	0.3	i	CCOc1ccccc1N(CC)C(=O)c1ccc2c(=O)n3c(nc2c1)CCCCC3
i	1.43	i	COc1ccc(/C=C/C(=O)Nc2ccncc2)cc1OC
i	0.94	i	COc1cccc(N2CCN(C(=O)c3ccc(CS(=O)Cc4ccc(C)cc4)o3)CC2)c1 (stereo unspecified)
i	0.01	-5.59*	O=[N+]([O-])c1ccc(O)c(/C=N/NC2=NS(=O)(=O)c3ccccc32)c1
i	-3.66	i	CN(C)CCN(C(=O)c1ccccc1Cl)c1nc2c(Cl)cccc2s1
i	-0.24	i	COC(=O)c1cc(C#N)c(N2CC(C)OC(C)C2)nc1C (stereo unspecified)
i	-0.93	i	CCn1c2ccccc2c2cc(N=C3SC(CC(=O)Nc4ccccc4OC)C(=O)N3C)ccc21 (stereo unspecified)
i	-0.01	i	Cc1c(NC(=O)C(C)OC(=O)c2c3c(nc4ccccc24)CCC3)c(=O)n(-c2ccccc2)n1C (stereo unspecified)
i	0.54	i	O=C(O)CCCNC(=O)c1ccccn1
i	2.09	i	N#Cc1cc2c(nc1SCc1ccc(Cl)nc1)CCCCC2
i	0.16	i	CCOC(=O)c1nc(Nc2ccc(OC)cc2)c2ccccc2n1
i	0.51	i	O=S(=O)(NC1CCCCC1NS(=O)(=O)c1ccc(F)cc1)c1ccc(F)cc1 (stereo unspecified)
i	0.01	i	CC[C@@H](NS(=O)(=O)c1ccc(C)cc1)C(=O)Oc1ccc2c3c(c(=O)oc2c1)CCC3
i	0.93	i	N#Cc1ccc(COc2ccc(CCO)cc2-n2nc3ccccc3n2)cc1
i	-1.67	i	COc1ccccc1C(=O)Nc1c2c(nn1-c1ccc([N+](=O)[O-])cc1)CS(=O)(=O)C2
i	-0.02	i	CCCCNC(=O)N(O)C1N(/N=C/c2cccs2)C(=S)SC1(C)C (stereo unspecified)
i	1.88	i	CC12COC3(C(=O)Nc4ccccc4)CC1CCC32C (stereo unspecified)
i	-1.36	i	COc1cccc(NC(=O)CN(C)C(=O)c2cccnc2Sc2ccc(C)c(C)c2)c1
i	0.06	i	O=C(Nc1ccccc1)Nc1nnc(-c2ccccc2)s1
i	1.69	i	O=C(c1ccc(COc2c(F)c(F)c(F)c(F)c2F)o1)N1CCOCC1
i	0.03	i	NS(=O)(=O)c1ccc(NC(=O)COC(=O)c2ccc3c(c2)OCCO3)cc1
i	-0.06	i	COCCN(Cc1cc2cc(C)ccc2n2nnnc12)C(=S)Nc1ccc(C)cc1
i	-0.03	i	O=C(C1=C[C@@H](c2ccc(C(F)(F)F)cc2)C[C@@H](OCCCCO)O1)N1CCOCC1
i	-2.26	i	CCOC(=O)C1(C(C)(C)CC)CC(CSc2nc3ccccc3[nH]2)OC1=O (stereo unspecified)
i	-1.69	i	CC(C)(C)C(=O)Nc1ccc(C(=O)Nc2cc(NC(=O)c3ccc(NC(=O)C(C)(C)C)cc3)cc(C(=O)O)c2)cc1
i	-0.44	i	N#Cc1c(N)n(-c2ccc(O)cc2)c2nc3ccccc3nc12
i	1.45	i	CC(=O)Nc1ccc(S(=O)(=O)NC2(C(F)(F)F)NC(=O)N(C3CCCC3)C2=O)cc1 (stereo unspecified)
i	-0.72	i	CCCc1cc(=O)[nH]c(SCC(=O)N(CCOC)c2c(N)n(Cc3ccccc3)c(=O)[nH]c2=O)n1
i	-0.68	i	CCOC(=O)c1sc(-c2cccc(C(F)(F)F)c2)nc1O
i	0.33	i	CCOc1ccc(NC(=O)CN(C)C(=O)c2ccc(NC3CC3)c([N+](=O)[O-])c2)cc1OCC
i	0.09	i	OC(COCC1COc2ccccc2O1)CN1CCN(c2ccccc2)CC1 (stereo unspecified)
i	-0.74	i	COCC(C)NC(=O)c1nn(Cc2ccccc2)c(=O)c2ccccc12 (stereo unspecified)
i	0.72	i	Cc1ccc(OCC(=O)Nc2ccc(S(=O)(=O)N3CCCC3)cc2)cc1

# Assay outcomes deposited in PubChem by Johns Hopkins Ion Channel Center.
